NS5 inhibitors – Dengue-2 NS5 methyltransferase inhibitors, primary screen, biochemical, confirmation dose response (AID 588689); Dengue-2 NS5 methyltransferase capping enzyme assay, biochemical; higher % means a stronger effect; inhibition, % at 25 µM; hits with a dose series show IC50 in µM; 340,000 compounds, 0.3% hits; in the data active = a potency from the dose series; inconclusive = inhibition above about 29% without an active follow-up result
GPR35 arrestin U2OS – GPR35 antagonists blocking zaprinast-driven arrestin recruitment, primary screen, imaging, U2OS, beta-arrestin-GFP, zaprinast agonist (AID 2058). G-protein coupled receptor 35 (Homo sapiens). U2OS GPR35 beta-arrestin-GFP translocation imaging, zaprinast antagonism; higher % means a stronger effect. one-dose inhibition, % at 10 µM; IC50 in µM for titrated hits. 290,000 compounds, 0.052% hits;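 active = inhibition of at least 50% with at least 30 cells and total cytoplasm GFP at most 10,000,000; inconclusive = under 30 cells or total GFP of 10,000,000 plus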
West Nile virus CPE – West Nile virus antiviral activity, cell-based, CPE readout (AID 1621). West Nile virus-infected cells, CPE inhibition; higher % means a stronger effect. CPE inhibition, % at 10 µM; hits with a dose series show IC50 in µM. 290,000 compounds, 0.02% hits; in the data active = a potency from the dose series; inconclusive = CPE inhibition mostly from about 3.7% at the one dose, without a potency; inactive = the rest, 99 in 100 with CPE inhibition below about 2.2%; note: strong numbers were not always called active
GPR55 LPI antagonism – GPR55 antagonists blocking LPI-driven arrestin recruitment, primary screen, imaging, U2OS, beta-arrestin-GFP, LPI agonist (AID 2013); U2OS GPR55 beta-arrestin-GFP translocation imaging, LPI antagonism; higher % means a stronger effect; inhibition, % at 10 µM; hits with a dose series show IC50 in µM; 290,000 compounds, 0.13% hits;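 active = spots per cell inhibited over 60%, with over 100 cells counted and total cytoplasm intensity under 500,000; inconclusive = wells with under 100 cells, flagged as likely toxic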;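 note: U2OS cells stably carrying GPR55 and arrestin-GFP stimulated by 5 µM LPI near EC80; imaged beta-arrestin-GFP aggregate spots per cell after agonist stimulation; plate controls were LPI-stimulated DMSO wells for no effect and DMSO wells without LPI for full effect; some results filed as inactive read as strong as hits; confirmed hits need IC50 under 10 µM and bright autofluorescent wells are also inconclusive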
KOR beta-arrestin-1 – KOR antagonists, beta-arrestin recruitment, cell-based, luminescence, uHTS (AID 1778). KOR beta-arrestin recruitment, luminescence, antagonist mode; higher % means a stronger effect. inhibition, % at 10 µM; hits with a dose series show IC50 in µM. 290,000 compounds, 0.091% hits. Kappa-type opioid receptor (Homo sapiens); in the data active = inhibition above about 50%; note: strong numbers were not always called active
HIV fusion peptide – inhibitors of HIV fusion peptide binding, primary screen, biochemical, uHTS, fluorescence dequenching (AID 1986) | 290,000 compounds, 0.3% hits | inhibition, % at 20 µM; hits with a dose series show IC50 in µM | cell-free peptide binding, fluorescence dequenching, 30 min; higher % means a stronger effect; in the data active = inhibition mostly above about 52%, no sharp cut-off; inactive = mostly below about 76%; note: some results filed as inactive read as strong as hits
NOD1 NF-kB reporter – NOD1 signaling inhibitors, primary screen, cell-based, luminescence, uHTS (AID 1578). NOD1-driven NF-kB luciferase reporter cells, luminescence; higher % means a stronger effect. inhibition, % at 4 µM; hits with a dose series show EC50 in µM. 290,000 compounds, 1% hits; in the data active = inhibition mostly above about 36%, no sharp cut-off; inactive = mostly below about 34%;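 note: HEK-293T reporter cells stimulated with the NOD1 agonist gamma-tri-DAP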
KOR beta-arrestin-2 – KOR agonists, beta-arrestin recruitment, primary screen, cell-based, luminescence, uHTS (AID 1777); Kappa-type opioid receptor (Homo sapiens); KOR beta-arrestin recruitment, luminescence; higher % means a stronger effect; activation, % at 10 µM; hits with a dose series show EC50 in µM; 280,000 compounds, 0.02% hits; in the data active = activation above about 50%, passing the limit was not always enough; note: a part of the inactive calls stands beside numbers as strong as those of hits
GPR55 beta-arrestin – GPR55 agonists via beta-arrestin recruitment, primary screen, imaging, U2OS cells, beta-arrestin-GFP redistribution (AID 1961). activation, % at 10 µM; hits with a dose series show EC50 in µM. U2OS GPR55 beta-arrestin-GFP redistribution imaging; higher % means a stronger effect. G-protein coupled receptor 55 (Homo sapiens). 290,000 compounds, 0.048% hits;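 active = activation above 40% with more than 50 cells counted in the well; inconclusive = wells holding fewer than 50 cells, flagged as toxic or sparse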;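 note: U2OS osteosarcoma cells stably expressing GPR55 and beta-arrestin-GFP; plate controls were DMSO negative control for no effect and LPI positive control for full effect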
An asterisk follows results filed as active; ? = inconclusive; / = no result given; [ ] = remark or other dose. Some of the compounds tested. The share of hits here may be higher or lower than overall.

SMILES	NS5 inhibitors	GPR35 arrestin U2OS	West Nile virus CPE	GPR55 LPI antagonism	KOR beta-arrestin-1	HIV fusion peptide	NOD1 NF-kB reporter	KOR beta-arrestin-2	GPR55 beta-arrestin
Cc1nn(-c2ccc(F)cc2)c2c1cc(C#N)c1nc3ccccc3n12	-5%	30%	-0.2%	16%	-27%	-0.2%	-2%	-2.5%	5.0%
CC(C)(C)C(=O)NCCCc1nc2ccccc2n1CCCOc1ccc(Cl)cc1	-5%	-2%	-0.5%	2%	-12%	-0.5%	22%	4.1%	-0.1%
CC(C)C(NC(=O)CNC(=O)OC(C)(C)C)C(=O)NCc1ccc(Cl)cc1 (stereo unspecified)	-4%	-18%	-1.0%	7%	18%	1.6%	-31%	-7.0%	1.2%
COc1ccc(C2/C(=C(/O)c3ccc4c(c3)CC(C)O4)C(=O)C(=O)N2CCCn2ccnc2)cc1 (stereo unspecified)	-9%	-15%	0.1%	9%	18%	-1.0%	-27%	4.8%	-0.2%
COc1ccc(C(=O)NC(=O)COC(=O)C2COc3ccccc3O2)cc1 (stereo unspecified)	1%	-9%	-0.9%	22%	-14%	2.3%	2%	-0.1%	0.0%
COc1ccc(NC(=S)Nc2ccccc2F)c(OC)c1	-8%	17%	0.1%	17%	5%	-0.9%	-3%	0.8%	-0.3%
O=C(Nc1nnc(CSCc2ccc(Cl)cc2)s1)c1cccc([N+](=O)[O-])c1	-3%	-5%	-1.3%	-13%	19%	6.1%	55%	3.9%	-0.3%
COc1ccccc1CCn1c(N)cc(=O)[nH]c1=O	-15%	19%	0.5%	-5%	-20%	-1.6%	3%	-5.4%	-0.1%
COc1ccc(C(=O)N/N=C(/C)c2cccc(NC(=O)C(F)(F)F)c2)cc1	-9%	-2%	0.2%	2%	-20%	0.9%	-23%	-1.3%	-0.3%
CN(Cc1cccs1)c1ncnc2sccc12	-8%	6%	-0.4%	-8%	-64%	0.2%	47%*	2.3%	-0.3%
O=C(c1ccc(CS(=O)(=O)c2ccc(Br)cc2)o1)N1CCN(c2ccccn2)CC1	-4%	0%	-0.5%	1%	-30%	-1.1%	28%	10%	0.2%
Cc1onc(-c2ccccc2Cl)c1C(=O)Nc1ccc(-c2cn3cccnc3n2)cc1	-8%	2%	2.3%	-5%	-62%	-0.2%	-21%	7.5%	-0.1%
COC(=O)C1CC(O)CN1C(=O)NC1CCCCC1 (stereo unspecified)	/	1%	0.8%	3%	-63%[20 µM]	-1.2%	21%	1.4%	-0.1%
CCNC(=O)c1oc2c(c1C)C(=O)CC(C)(C)C2	2%	4%	-0.2%	15%	-4%	-1.1%	-23%	2.9%	-0.1%
COc1ccc(OC)c(NC(=O)CSc2nncc(=O)n2N)c1	-3%	-4%	0.1%	-8%	-15%	-1.2%	-38%	7.3%	0.4%
Cc1cc(C)c2cc3c(ccn3C3OC[C@H](O)[C@H](O)[C@H]3O)cc2n1 (stereo partly specified)	?	-1%	0.1%	2%	21%	7.9%	-5%	-3.9%	-0.2%
CCNC(=S)Nc1ccc(OCc2nc3ccccc3s2)cc1	-13%	-9%	-1.2%	8%	-39%[20 µM]	1.3%	-50%	-2.0%	-0.3%
CCC1Cc2c(nc(N)c3c(N)nc(N4CCOCC4)c(C#N)c23)O1 (stereo unspecified)	10%	-3%	0.2%	14%	-4%	-1.8%	-5%	-0.7%	-0.3%
CCOC(=O)C1=C(C)OC(N)=C(C#N)C1c1cc(Cl)c(OCC(N)=O)c(OC)c1 (stereo unspecified)	-6%	-1%	1.5%	-4%	18%	1.1%	3%	2.2%	-0.2%
N#Cc1c(N2CCOCC2)nc(N)c2c(N)nc3c(c12)CC(CCl)O3 (stereo unspecified)	1%	9%	0.1%	4%	2%	-0.8%	-9%	3.0%	0.2%
COc1cc(/C=C(/NC(C)=O)C(=O)O)cc(Cl)c1OCc1ccc(Br)cc1	6%	3%	0.1%	8%	-66%	8.7%	1%	2.8%	-0.3%
COC(=O)NNC(=O)CCCOc1ccc(Cl)cc1Cl	1%	-1%	0.3%	-1%	-28%	-1.7%	5%	15%	-0.3%
NS(=O)(=O)c1cccc(NC(=O)c2ccc3nc[nH]c3c2)c1	-2%	-9%	-0.2%	1%	23%	-2.6%	6%	-4.6%	0.0%
Cc1ccc(Cl)cc1-n1c(=O)cc(N2CC(C)OC(C)C2)[nH]c1=O (stereo unspecified)	-1%	2%	0.4%	4%	-4%	-4.0%	/	-1.3%	-0.1%
Cc1cccc(N2CCN(S(=O)(=O)c3c(C(=O)N4CCCCC4)c(C)n(C)c3C)CC2)c1C	-14%	8%	0.5%	14%	-8%	1.5%	-8%	-0.5%	0.0%
COCCCNC(=O)CCCn1c(=O)c2ccccc2n(CC(=O)Nc2c(C)cccc2C)c1=O	/	11%	0.4%	1%	11%	1.3%	-24%	-5.3%	0.3%
Oc1ccc(-c2nnc(SCc3ccccc3)o2)cc1	4%	-4%	-1.1%	5%	3%[20 µM]	0.8%	51%	6.1%	0.3%
COc1ccc(CNC(=O)Cn2nnc3ccccc3c2=O)cc1	-4%	-5%	0.6%	13%	10%	0.1%	-7%	-0.6%	-0.1%
CCOC(=O)C1Cc2ccccc2CN1 (stereo unspecified)	-1%	6%	0.2%	4%	26%	2.1%	-1%	-5.5%	-0.1%
O=C(CN(c1ccc([N+](=O)[O-])cc1)S(=O)(=O)c1ccccc1)N1CCCCC1	6%	16%	-0.1%	2%	-11%	1.0%	-4%	4.1%	-0.1%
Cc1ccc(Cl)cc1NC(=O)CCNC(=O)N1CC(=O)Nc2ccccc21	-12%	-1%	0.5%	5%	-11%	0.5%	-3%	-1.1%	-0.2%
O=C(NC1CCSc2ccccc21)c1cccc(Br)c1 (stereo unspecified)	-2%	4%	-0.3%	-21%	-16%	0.3%	-5%	4.7%	0.0%
c1ccc(C2c3c(ccc4ccccc34)Oc3ncn4nc(-c5ccco5)nc4c32)cc1 (stereo unspecified)	1%	6%	1.6%	-14%	-3%	2.8%	41%	7.1%	0.1%
CN1CCN(S(=O)(=O)c2ccc(NC(=S)NC(=O)c3ccc(Cl)cc3)cc2)CC1	4%	10%	/	-9%	-32%	4.2%	-25%	2.9%	-0.2%
CC1(C)CC(=O)c2cnc(NC(=O)C3CCCC3)nc2C1	-8%	6%	0.4%	6%	-12%	1.9%	-10%	-0.5%	0.2%
CCOC(=O)c1[nH]c(CSc2nnc(-c3ccc(OC)cc3)o2)c(C(=O)OCC)c1C	-6%	-11%	-0.3%	-6%	-12%	-2.2%	-3%	0.7%	-0.2%
O=C(CCc1nnc2ccc(NCc3ccco3)nn12)Nc1ccccn1	-4%	-8%	-0.6%	45%	-6%	6.6%	-30%	-0.4%	0.0%
N=c1c(S(=O)(=O)c2ccc(Cl)cc2)cc2c(=O)n3ccccc3nc2n1Cc1cccnc1	?	11%	-0.5%	5%	-2%	27%	-1%	2.3%	-0.1%
CCOC(=O)c1cnn(-c2ccccc2)c1NC(=O)CSc1nnc(-c2cccs2)n1CC	8%	12%	-0.1%	3%	-54%	2.3%	-2%	-1.0%	-0.1%
CCCCCCc1nc2ccccc2c(=O)n1NC(=O)c1c(O)c2cccc3c2n(c1=O)CCC3	/	-2%	/	4%	-39%	7.6%	47%	3.2%	0.0%
CCN(C(=O)CSc1nc2ccccc2c(=O)n1C(C)COC)C1CCS(=O)(=O)C1 (stereo unspecified)	-5%	-6%	-0.2%	-14%	-8%	1.5%	-49%	-2.3%	-0.4%
CC(O)C(NS(=O)(=O)c1ccc(Cl)cc1)C(=O)OCC(=O)c1c[nH]c2ccccc12 (stereo unspecified)	-9%	-14%	-0.9%	7%	-23%[20 µM]	1.7%	-24%	1.5%	-0.1%
CCOC(=O)C1=C(N)Oc2cc(O)ccc2C1c1cccnc1 (stereo unspecified)	-4%	4%	1.3%	14%	-23%	6.5%	9%	-5.0%	-0.1%
COCc1ccc(C(=O)N2CCCC(CNC(=O)c3ccc(F)cc3)C2)o1 (stereo unspecified)	1%	11%	0.9%	2%	-30%	3.7%	-61%	6.2%	-0.1%
CCn1c(-c2cc(-c3ccc(C)c(C)c3)nc3ccccc23)n[nH]c1=S	/	12%	-1.0%	2%	-49%	2.2%	-52%	-3.8%	-0.1%
O=C(c1ccco1)N1CCN(c2c([N+](=O)[O-])nn(-c3cccc(Cl)c3)[n+]2[O-])CC1	1%	-11%	-1.1%	-1%	-15%	1.8%	-28%	5.0%	-0.3%
COc1ccc(C(=O)C2CCCN(Cc3cccn3-c3nccs3)C2)cc1F (stereo unspecified)	-5%	-9%	-1.9%	3%	-8%[20 µM]	1.8%	-7%	4.4%	-0.1%
CCCc1ccc(S(=O)(=O)N/N=C(/C)c2ccc3c(c2)OCO3)cc1	-3%	-2%	-0.4%	13%	-37%	1.6%	-6%	2.0%	0.2%
COc1ccc(-c2cc(C(=O)OCC(=O)c3c(N)n(C)c(=O)n(C)c3=O)c3ccccc3n2)cc1	-2%	-5%	-0.4%	-2%	-59%	-0.9%	-23%	-3.2%	-0.2%
Brc1ccccc1C1CC(c2ccccc2)=Nc2ccccc2N1 (stereo unspecified)	-6%	-4%	-0.8%	6%	10%	4.3%	-6%	-2.9%	0.4%
Cn1c(-c2cccc([N+](=O)[O-])c2)cnc1NCc1ccc(C#N)cc1	-6%	16%	0.1%	3%	-16%[20 µM]	-0.9%	-11%	-3.1%	-0.1%
COc1ccccc1C1/C(=C(\O)c2ccc3c(c2)OCCO3)C(=O)C(=O)N1CCCN(C)C (stereo unspecified)	/	9%	/	0%	-8%	-2.7%	24%	-3.2%	-0.3%
CSc1sc(C(=O)NC(=O)NCc2cccnc2)c(C)c1-c1ccon1	-2%	-5%	-0.5%	17%	-13%	0.0%	7%	-2.2%	0.9%

Entries shown so far that have a tert-butyl group (2):
SMILES	NS5 inhibitors	GPR35 arrestin U2OS	West Nile virus CPE	GPR55 LPI antagonism	KOR beta-arrestin-1	HIV fusion peptide	NOD1 NF-kB reporter	KOR beta-arrestin-2	GPR55 beta-arrestin
CC(C)(C)C(=O)NCCCc1nc2ccccc2n1CCCOc1ccc(Cl)cc1	-5%	-2%	-0.5%	2%	-12%	-0.5%	22%	4.1%	-0.1%
CC(C)C(NC(=O)CNC(=O)OC(C)(C)C)C(=O)NCc1ccc(Cl)cc1 (stereo unspecified)	-4%	-18%	-1.0%	7%	18%	1.6%	-31%	-7.0%	1.2%

Assay outcomes: PubChem, several laboratories
